Assay outcomes (PubChem)
UTI89 phage lysis: protection from phage-mediated lysis, alamar blue read-out – E. coli UTI89, K1F phage, bacterial capsule biogenesis inhibitors (AID 488966); E. coli UTI89 K1F phage lysis, alamar blue, 2 h; higher % means a stronger effect; one-dose inhibition, % at 100 µM; IC50 in µM for titrated hits; hit rate 0.02% among 340,000;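 active means phage lysis inhibition, versus mean bacterial control, above a set limit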;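 further: capsule biogenesis inhibitors block K1F phage lysis so surviving cells raise fluorescence; higher fluorescence means more inhibition of phage lysis; actives were called in the ten point dose series up to 300 µM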
NTR1 agonist: NTR1-driven beta-arrestin-GFP spot formation – imaging, U2OS cells, high content, primary screen (AID 493036); agonist mode; hit rate 0.17% among 330,000; activation, % at 20 µM;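 active means activation at or above 40% of the spot to cytoplasm intensity ratio, with at least 20 cells analyzed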;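 further: 0% = DMSO without peptide and 100% = 100 nM NTR1 peptide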
Target sequence (P30989 whole entry, looked up): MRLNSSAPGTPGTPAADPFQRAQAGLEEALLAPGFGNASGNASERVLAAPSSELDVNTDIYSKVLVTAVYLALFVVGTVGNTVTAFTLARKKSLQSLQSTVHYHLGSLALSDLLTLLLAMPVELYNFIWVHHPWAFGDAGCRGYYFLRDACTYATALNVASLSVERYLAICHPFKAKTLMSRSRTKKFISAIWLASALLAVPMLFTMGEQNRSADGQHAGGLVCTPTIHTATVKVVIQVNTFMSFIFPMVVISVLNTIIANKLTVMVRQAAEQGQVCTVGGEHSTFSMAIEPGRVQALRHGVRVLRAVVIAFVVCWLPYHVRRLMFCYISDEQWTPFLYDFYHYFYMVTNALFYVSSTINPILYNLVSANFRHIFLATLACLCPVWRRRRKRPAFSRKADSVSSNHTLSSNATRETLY
Rac1 GTP hydrolysis: MgcRacGAP GTPase-activating activity inhibitors, confirmation, biochemical, ADP Hunter fluorescence | MgcRacGAP-stimulated Rac1 GTP hydrolysis, ADP Hunter fluorescence; higher % means a stronger effect; GST-tagged Rac1 F28L mutant substrate | inhibition, % at 30 µM, or IC50 in µM where a hit was titrated | hit rate 0.6% among 340,000 | AID 624330;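 active means first-screen hits whose inhibition reached a set limit at any dose in the follow-up dose series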;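 further: fluorescence reports GDP produced by GAP-driven GTP hydrolysis; strong numbers were not always called active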
NTR1 agonist cell count 20 µM: recorded beside NTR1 agonist, whose call it bears; cell count; measured here: cell count, cytotoxicity flag
Numbers without * were called inactive; [ ] = another dose, or the depositor's remark. An excerpt (hit frequency here may not be typical).

SMILES	UTI89 phage lysis	NTR1 agonist	NTR1 agonist cell count 20 µM	Rac1 GTP hydrolysis
Cc1cc(Cl)ccc1OCC(=O)NNC(=O)C1CCN(c2ncnc3sc(C)c(C)c23)CC1	-0.3%[50 µM]	35.0	44	3.0%
O=C(CSc1ncccn1)Nc1ccc(Cl)c(S(=O)(=O)N2CCOCC2)c1	0.7%	1.7	57	7.8%
Cc1noc(C)c1CSc1nnc2n(-c3ccccc3)c(=O)c3ccccc3n12	0.2%	-1.2	52	10.8%
CCCCc1nnc(NC(=O)c2ccc(OCc3c(C)noc3C)cc2)s1	-0.1%[50 µM]	1.7	58	4.9%
Cc1ccc2c(CN3CCN(S(=O)(=O)c4ccccc4C(F)(F)F)CC3)cc(=O)oc2c1	0.2%[50 µM]	5.5	60	5.6%
O=C(COC(=O)C12CC3CC(CC(Br)(C3)C1)C2)Nc1ccc2[nH]c(=O)[nH]c2c1	-0.8%[50 µM]	3.3	59	4.7%
CCOc1ccc(N2CC(C(=O)Nc3cc(OCC)c(N4CCOCC4)cc3OCC)CC2=O)cc1 (stereo not given)	0.4%[50 µM]	2.2	50	2.6%
CC(C(=O)Nc1ccc(F)cc1Cl)N1CCN(S(=O)(=O)c2cccs2)CC1 (stereo not given)	0.1%[50 µM]	2.0	54	1.6%
CC(OC(=O)c1ccc(Cl)cc1)C(=O)NCC1CCCCC1 (stereo not given)	0.6%[50 µM]	0.6	61	4.3%
O=C(CSc1n[nH]c(=O)n1C1CC1)Nc1ccc(Cl)cc1Cl	0.1%[50 µM]	-0.7	57	2.5%
COc1ccc2oc(C(=O)N(C)Cc3ccc4c(c3)OCCO4)c(C)c2c1	0.8%[50 µM]	1.1	61	4.3%
CCCCCn1nc(C(=O)N(CCOC)c2c(N)n(CCCC)c(=O)[nH]c2=O)c2ccccc2c1=O	-0.5%	-1.5	48	5.5%
COc1ccc(S(=O)(=O)NCCS(=O)(=O)N2CCN(c3ccccc3)CC2)cc1	0.0%[50 µM]	0.9	71	-0.7%
CC(OC(=O)CC(C)c1ccccc1)C(=O)Nc1ccc(Cl)cn1 (stereo not given)	0.2%[50 µM]	-0.8	57	4.3%
O=C(OCC(=O)N1CCCc2ccccc21)c1cc(S(=O)(=O)N2CCOCC2)ccc1F	0.7%[50 µM]	5.1	73	3.3%
COc1ccccc1OCCNC(=O)c1cccc(S(=O)(=O)NCc2ccccc2)c1	0.5%[50 µM]	-1.8	56	3.7%
CCCn1c(N)c(N(CCOC)C(=O)c2ccc(-c3ccccc3)cc2)c(=O)[nH]c1=O	0.5%[50 µM]	0.1	67	7.0%
COc1ccc2sc(-c3ccccc3OC)c(-c3ccc(OC)c(F)c3)c2c1	0.3%	2.4	66	16.7%
CCN(Cc1ccccc1)S(=O)(=O)c1ccc(C(=O)N(CCCN(C)C)c2nc3cc4c(cc3s2)OCCO4)cc1	-0.2%[50 µM]	31.4	59	10.3%
c1ccc2cc(CCO[C@H]3CCCCO3)ncc2c1	2.9%	-0.1	55	3.6%
Cc1ccc(C)c2sc(N3CCN(C(=O)c4ccc([N+](=O)[O-])o4)CC3)nc12	-2.9%[50 µM]	14.4	60	2.9%
NC1(C(=O)O)CC1	1.9%	0.2	67	2.8%
O=C(COc1ccccc1Cl)NNC(=O)c1ccc(-n2cncn2)c([N+](=O)[O-])c1	-0.3%[50 µM]	-2.6	65	3.4%
O=[N+]([O-])c1ccccc1N=Nc1ccc(O)cc1	-1.5%	0.6	60	9.1%
COc1cc(C(=O)Nc2ccc(N3CCCS3(=O)=O)cc2)c([N+](=O)[O-])cc1OC	1.3%[50 µM]	1.7	69	10.0%
Cc1cc(NC(=O)CSCC(=O)N2CCN(c3ccccc3)CC2)no1	-2.3%	0.3	82	4.9%
COc1ccc(CN2CCN(C(=O)c3ccccc3F)CC2)c(OC)c1OC	-0.7%	1.0	51	-1.4%
COc1cccc(COC(=O)c2cc(S(=O)(=O)N3CCCCC3)ccc2N2CCOCC2)c1OC	0.6%[50 µM]	1.7	51	-0.4%
COc1ccccc1NC(=O)COC(=O)/C=C/c1ccc(OC)c(OC)c1	1.2%[50 µM]	0.0	51	2.5%
CCOC(=O)c1ccc(NC(=O)CCN2C(=O)C3CC=CCC3C2=O)cc1 (stereo not given)	1.4%[50 µM]	-0.1	57	-4.5%
O=C1CCC(C(=O)OC(C(=O)Nc2ccc([N+](=O)[O-])cc2Br)c2ccccc2)=NN1 (stereo not given)	0.4%[50 µM]	-2.0	55	4.4%
CC(C)[C@H](NC(=O)c1ccccc1)C(=O)OCC(=O)Nc1ccc(S(=O)(=O)N2CCOCC2)cc1	-2.4%	2.5	66	3.1%
C[C@H](NC(=O)c1nc[nH]c1C(=O)N[C@@H](CCCCN)C(=O)OC(C)(C)C)C(=O)OC(C)(C)C	1.2%	-0.9	105	3.7%
CC(C)(Oc1ccc(Cl)cc1)C(=O)NCC(c1ccco1)N1CCCCC1 (stereo not given)	1.6%[50 µM]	0.9	59	-0.2%
O=C(c1cc(C2CC2)nn1-c1ccccc1)N1CCN(S(=O)(=O)c2c(F)cccc2F)CC1	-0.3%[50 µM]	3.0	47	6.2%
CCN(CC(=O)Nc1c(F)cccc1F)C(=O)c1ccc(-n2cncn2)c([N+](=O)[O-])c1	1.2%[50 µM]	0.4	64	4.4%
CC(Sc1nnc(C2CC2)n1C)C(=O)Nc1ccc(N2CCOCC2)cc1 (stereo not given)	0.8%[50 µM]	-0.8	61	5.9%
COc1ccc(-n2c(SCCC#N)nnc2-c2cc(Cl)ccc2OC)cc1Cl	0.3%	-1.4	81	7.5%
COc1ccc(NS(=O)(=O)c2cccc(C(=O)N3CCC3)c2)cc1	0.6%[50 µM]	0.6	68	-1.7%
Cc1noc(C)c1NC(=O)N(C)C[C@H]1Oc2ccc(NC(=O)C3CC3)cc2C(=O)N([C@H](C)CO)C[C@@H]1C	0.9%	-1.4	45	4.8%
CCCCn1c(N)c(N(CCOC)C(=O)c2ccc(-c3cccc(C(F)(F)F)c3)o2)c(=O)[nH]c1=O	-0.9%[50 µM]	-0.3	55	5.0%
CC(C)(C)c1ccc(C(=O)NCC(=O)NCC(C)(C)N2CCOCC2)cc1	1.5%[50 µM]	-0.2	54	5.4%
CCOc1ccc(OCC(=O)OCC(=O)NCC2CCCO2)cc1 (stereo not given)	0.8%[50 µM]	-1.0	60	3.3%
Cc1nc(SCC(=O)NCC2CCCO2)c2c(C)c(C)sc2n1 (stereo not given)	0.3%[50 µM]	0.3	52	6.5%
O=C(CN1C(=O)NC2(CCCCCCC2)C1=O)Nc1c(Cl)cccc1Cl	0.6%[50 µM]	2.0	58	5.6%

Part of the list above in order of formula weight, rising:
SMILES	UTI89 phage lysis	NTR1 agonist	NTR1 agonist cell count 20 µM	Rac1 GTP hydrolysis
O=C(CN1C(=O)NC2(CCCCCCC2)C1=O)Nc1c(Cl)cccc1Cl	0.6%[50 µM]	2.0	58	5.6%
Cc1noc(C)c1CSc1nnc2n(-c3ccccc3)c(=O)c3ccccc3n12	0.2%	-1.2	52	10.8%
COc1ccc(-n2c(SCCC#N)nnc2-c2cc(Cl)ccc2OC)cc1Cl	0.3%	-1.4	81	7.5%
O=C1CCC(C(=O)OC(C(=O)Nc2ccc([N+](=O)[O-])cc2Br)c2ccccc2)=NN1 (stereo not given)	0.4%[50 µM]	-2.0	55	4.4%

More structures:
SMILES	UTI89 phage lysis	NTR1 agonist	NTR1 agonist cell count 20 µM	Rac1 GTP hydrolysis
CC(Oc1ccc(Br)cc1)C(=O)NCC1(N2CCCCC2)CCCCC1 (stereo not given)	0.8%[50 µM]	-0.6	59	1.6%
CC(C)(C)OC(=O)NOCC(=O)N(CC(=O)c1ccccc1)Cc1ccccc1	-0.2%	-0.3	41	2.9%
CCN(CC(=O)Nc1c(F)cccc1F)C(=O)c1ccc(S(=O)(=O)N2CCCCCC2)cc1	0.8%[50 µM]	-0.2	61	2.3%
CCOc1ncccc1C(=O)OCC(=O)Nc1cc(C(C)(C)C)ccc1OC	0.5%[50 µM]	-0.5	72	2.2%
O=C(Cc1n[nH]c(=O)c2ccccc12)N1CCN(S(=O)(=O)c2ccc(F)c(Cl)c2)CC1	1.1%	5.3	48	6.2%
O=C(COC(=O)c1cccnc1Cl)Nc1cc(S(=O)(=O)N2CCCCCC2)ccc1Cl	0.6%[50 µM]	0.9	71	5.0%
COc1cccc(/C=C/C(=O)OCC(=O)Nc2ccc3[nH]c(=O)[nH]c3c2)c1OC	-1.2%	-0.1	59	4.8%
CN(CC(=O)NNC(=O)CNC(=O)c1ccccc1F)S(=O)(=O)c1ccc(Cl)cc1	0.3%[50 µM]	1.3	83	0.1%
CN(C)S(=O)(=O)c1ccc(Cl)c(C(=O)NNC(=O)Cn2ccc(C(F)(F)F)n2)c1	1.0%[50 µM]	-0.4	57	2.1%
C=CC(C)(O)CCC=C(C)C (stereo not given)	4.8%	-2.4	88	7.3%
COc1ccc(NC(=O)Nc2cccc3c2O[C@H](CN(C)S(=O)(=O)c2cn(C)cn2)[C@@H](C)CN([C@H](C)CO)C3=O)cc1	2.9%	-0.7	42	5.3%
CCn1nc(C(=O)NNC(=O)c2ccccc2)c2ccccc2c1=O	1.0%[50 µM]	0.4	60	1.8%
CCc1ccccc1NC(=O)CN1CCN(C(=O)CNC(=O)Cc2cccc3ccccc23)CC1	0.2%[50 µM]	3.4	64	4.6%
Cc1ccc(NC(=O)CN(C)C(=O)CSc2ccccc2F)cc1	3.6%	1.3	62	2.5%
N#CCCN(C(=O)COC(=O)/C=C/c1cccs1)c1ccccc1	-3.2%	-1.5	60	8.5%
Nc1cc(=O)[nH]c(SCC(=O)NCCC2=CCCCC2)n1	-3.7%	-0.1	58	5.8%
COc1ccccc1CNC(=O)CN1C(=O)N(C)C2(CCCCC2)C1=O	0.3%[50 µM]	0.0	46	1.8%
Cc1ccc(C(=O)NCC(=O)OCCCOC(=O)CNC(=O)c2ccc(C)c(C)c2)cc1C	1.4%[50 µM]	1.6	66	1.4%
C=CCOC(=O)C1=C[C@H](C2CCCCC2)C[C@H](OCc2ccc(CO)cc2)O1	-0.6%	5.2	71	5.7%
COc1cc(C(=O)NCC(c2cccs2)N2CCOCC2)cc(Br)c1OCc1ccccc1 (stereo not given)	-0.2%[50 µM]	2.6	69	0.7%
COc1ccc(NC(=O)CN2C(=O)NC3(CCCc4ccccc43)C2=O)c(OC)c1 (stereo not given)	0.5%[50 µM]	-1.5	77	2.3%
CC(OC(=O)CNS(=O)(=O)c1ccc(C#N)cc1)C(=O)Nc1cccc(C#N)c1 (stereo not given)	1.1%[50 µM]	0.2	78	0.5%
O=C(CSc1nc2ccccc2s1)NCc1cc([N+](=O)[O-])ccc1O	-1.2%	10.9	93	5.9%
Cc1ccc(/C=C/C(=O)OCC(=O)NC(=O)NCc2ccccc2)cc1	1.2%[50 µM]	3.3	62	4.2%
O=C(NCCC(=O)N1CCN(c2ccccc2O)CC1)c1ccc(Cl)cc1	0.2%[50 µM]	1.1	65	1.0%
Cc1ccc(S(=O)(=O)N(C)C)cc1NC(=O)COC(=O)/C=C/c1ccc(F)cc1	1.3%[50 µM]	1.8	73	8.1%
Cc1cccc(C)c1NC(=O)COC(=O)C1CC1	1.2%[50 µM]	-1.7	83	2.3%
COc1ccc(CCNC(=O)COC(=O)c2ccc(F)c(S(=O)(=O)N3CCOCC3)c2)cc1	0.5%[50 µM]	-1.3	89	2.5%
CC1=C(C(N)=O)C(c2ccc3c(c2)OCO3)n2nc(-c3cccc(C)c3)nc2N1 (stereo not given)	0.6%	-1.2	90	5.7%
CC(=O)N1CCN(C(=O)c2cc(-c3ccc(C)o3)nc3ccccc23)CC1	0.3%[50 µM]	0.2	46	0.5%
CCOc1ccc(N(C)S(=O)(=O)c2ccc(C)c(C(=O)NCCc3ccc(OC)cc3)c2)cc1	-0.1%[50 µM]	2.6	61	6.5%
FC(F)(F)c1cccc(CN2CCN(c3ncccn3)CC2)c1	0.8%	0.1	46	13.9%
CCCCc1ccc(NC(=O)CSc2nc(=O)n(CCCN3CCOCC3)c3c2CCC3)cc1	-0.7%[50 µM]	2.0	62	-0.1%
CCC1(CC)C(=O)C2=C3C1[C@H](C(=O)OC)CC(C(=O)OC)C[C@H]3[C@H]1C(=O)N(c3ccccc3)C(=O)[C@H]1[C@H]2C (stereo not given in full)	1.0%	-0.7	56	9.7%
COc1cc2cc(CCCOC(=O)c3cc(OC)c(OC)c(OC)c3)oc(=O)c2cc1OC	0.7%	-3.0	64	7.0%
Cc1ccc(S(=O)(=O)CCC(=O)OCC(=O)N(Cc2ccccc2)C(C)C)cc1	1.2%[50 µM]	-0.2	71	8.8%
N#Cc1ccc(S(=O)(=O)N2CCC(C(=O)N3CCN(Cc4ccc5c(c4)OCO5)CC3)CC2)cc1	-0.3%[50 µM]	1.5	54	-1.4%
CC[C@@]1(C(=O)OC)N[C@H](CN(C)C(=O)COc2ccccc2)[C@@H]2C(=O)N(Cc3ccccc3)C(=O)[C@@H]21	0.1%	2.5	49	-0.1%
CC(C)Cn1nc(C(=O)Nc2cccc(C(=O)NC3CC3)c2)c2ccccc2c1=O	1.4%[50 µM]	2.0	57	-2.4%
